Source: PubChem
AP ELISA ortho: alternative complement pathway inhibitors, primary screen, biochemical, ELISA, human serum, orthogonally pooled compounds | inhibition, % at 5 µM | AID 1235, 2008 | LPS-coated ELISA, C3 deposition; tested in compound mixtures | hit rate 0.08% among 62,000;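 active = inhibition above 30% in each of the two pooled mixtures holding the compound, so the lower value exceeds 30%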;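 also: 0% = serum in Mg-EGTA without compound and 100% = EDTA serum blank; some compounds past the cut are filed as inactive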
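Test system: human serum complement alternative pathway, C3 deposition onto LPS / Medium: Mg2+-EGTA GVB++ buffer containing human serum at 1:15 dilution / Probe or stimulus: Plate-bound LPS / Times: 1 h at 37 °C / Signal: ELISA with HRP anti-human C3 antibody, TMB substrate, absorbance 450 nm / Measure: percent inhibition / Repeats: two pool placements per compound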
CatB block: human cathepsin B inhibitors, primary screen, biochemical, fluorogenic substrate | purified cathepsin B, fluorescence | AID 453, 2006 | inhibition, %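 (tested at 10 µM)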 | hit rate 0.1% among 63,000; in the data active = inhibition above about 21%;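 also: 0% = enzyme with no compound and 100% = no enzyme blank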
Cdc25B inh: inhibitors of Cdc25B phosphatase catalytic domain, primary screen, biochemical, OMFP fluorescence; M-phase inducer phosphatase 2 (Homo sapiens), P30305; recombinant Cdc25B, OMFP fluorescence Ex485/Em525; inhibition, %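 (compounds tested at 10 µM final in the well)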; hit rate 0.1% among 65,000; in the data active = inhibition above about 50%
Hsp90 inh: tumor Hsp90 inhibitors, primary screen, cell lysate, fluorescence polarization, NCI-N417 lysate; inhibition, % at 30 µM; Heat shock protein HSP 90-alpha (Homo sapiens), P07900; hit rate 0.35% among 64,000; Cy3B-geldanamycin FP displacement; AID 429, 2006;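 active = inhibition above 50%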;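 also: 0% = tracer plus lysate wells and 100% = tracer alone without lysate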
D1 allo mod: D1 CRE-luciferase signal change, two-sided – cell-based, HEK293 D1, dopamine EC30, D1 allosteric modulator project, primary screen; B-score at 10 µM; dopamine EC30 potentiation; actives deviate in either direction; hit rate 5.9% among 58,000; AID 641, 2007;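 active = luminescence count or its row- and column-corrected plate score outside the 99.7% band of the plate's sample wells, on either side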
E coli RNAP: E. coli RNAP inhibitors, biochemical | DNA-directed RNA polymerase subunit beta (Escherichia coli (strain K12)), P0A8V2 | E. coli RNA polymerase, fluorescence transcription assay | inhibition, %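 (tested at 10 µM)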 | hit rate 0.2% among 62,000 | AID 559, 2006; in the data active = inhibition above about 20%;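 also: 0% = enzyme without compound and 100% = no enzyme blank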
CatB mixtures: cathepsin B inhibitors from pooled compounds, primary screen, biochemical, compound mixtures, AMC fluorescence; P07858; Purified cathepsin B, AMC dipeptide fluorescence; inhibition, %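 (ten-compound pools at 5 µM per compound and 50 µM total)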; hit rate 0.06% among 62,000; in the data active = inhibition above about 22%, passing the limit was not always enough;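 also: 0% = enzyme without compound and 100% = no enzyme blank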
MKP-1 inh: MKP-1 phosphatase inhibitors, primary screen, biochemical, in vitro; recombinant MKP-1, OMFP hydrolysis fluorescence; inhibition, %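 (compounds tested at a single concentration somewhere between 10 and 100 µM)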; hit rate 0.15% among 65,000; AID 374, 2006;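 active = inhibition above about 50%, limit read from the data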;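 also: 0% = DMSO max control wells and 100% = wells with enzyme stopped by NaOH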
tolC growth inh: growth inhibitors of E. coli tolC mutant, primary screen, strain BW25113 ΔtolC::kan, 384-well; OD615; growth inhibition, % at 10 µM (by protocol); hit rate 2.2% among 65,000;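 active = growth inhibition at or above a cutoff equal to the mean over every tested compound plus 3 SD, cut at about 60% in these data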;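 also: growth measured after 20 h incubation at 37 °C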
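Test system: tolC-deleted E. coli BW25113 | Medium: LB with kanamycin 50 µg/mL | Compound dosing: Single concentration, 10 µM final per compound | Schedule: 37 °C, 20 h exposure | Measured by: OD at 615 nm | Evaluation: Percent growth inhibition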
* hit, by the source's call; / = no result given.

Structure	AP ELISA ortho	CatB block	Cdc25B inh	Hsp90 inh	D1 allo mod	E coli RNAP	CatB mixtures	MKP-1 inh	tolC growth inh
Cc1ccc(C)c(OCCCC(=O)O)c1	-4	-2	5	-6	0.27	/	6	14	-22
CC(C)N(C(=O)C1CC(=O)OC12CCCCC2)C(C)C (stereo not drawn)	9	5	-13	/	0.33	4	0	10	-7
O=C(O)CSc1nnc(Cc2ccccc2)n1-c1ccccc1	2	4	0	-1	-0.63	4	-2	-6	-11
COCCn1c(SCC(=O)Nc2cccc(OC)c2)nnc1-c1ccccc1	11	3	-17	2	0.074	2	-1	4	-1
CCCOc1ccc2oc(=O)c3c(c2c1)CCCN3C(=O)CN1CCN(C(=O)c2ccco2)CC1	9	1	-8	-4	-0.32	10	4	14	1
CCOc1cc2[nH]c(=S)n(CCCN3CCN(C)CC3)c(=O)c2cc1OCC	8	-2	-13	-2	0.16	9	0	1	-8
Nc1nncn1C(=O)c1c(Cl)cccc1Cl	13	4	-1	-2	-0.14	11	5	3	8
COc1cccc(C(=O)Nc2ccc(NC(C)=O)cn2)c1	-2	1	-9	3	0.96	4	3	-12	-7
O=C(c1ccco1)N1CCN(c2ccc(Cl)c(Cl)c2)CC1	/	/	-11	-5	0.26	/	/	12	24
CCCOc1ccc(-c2nnn(CC(=O)c3ccc4c(c3)OCCO4)n2)cc1	8	4	-14	1	-0.72	9	5	-24	-13
CN(C)CCCN1C(=O)C(O)=C(C(=O)c2cc3ccccc3o2)C1c1ccccn1 (stereo not drawn)	/	2	17	-2	-1.4	3	/	-21	8
COc1ccc2c(CC(=O)OCC(=O)Nc3ccc4c(c3)OCO4)coc2c1	3	-2	-9	-5	1.7	16	4	17	14
Cc1ccc(-n2c(SCC(=O)NCC3CCCO3)nc3n[nH]c(C)c3c2=N)cc1Cl (stereo not drawn)	/	/	1	4	-0.79	/	/	41	-11
CCn1nc(CC(=O)Nc2nnc(CC(=O)N3CCCCC3)s2)c2ccccc2c1=O	0	1	1	-3	-0.47	7	2	1	16
O=C(Nc1cccc2ccccc12)N1CCN(Cc2ccccc2)CC1	7	/	8	-4	0.41	/	-4	12	-6

(cont.)
Structure	AP ELISA ortho	CatB block	Cdc25B inh	Hsp90 inh	D1 allo mod	E coli RNAP	CatB mixtures	MKP-1 inh	tolC growth inh
CC(C)(O)c1cc(=O)sc2nc3ccccc3n12	-1	3	1	-1	0.072	4	1	13	-4
C=CCSc1ncccc1C(=O)NCc1ccccc1	29	2	-14	-2	25*	1	1	10	-4
CNC(=O)C1CC(=O)N(Cc2ccc3c(c2)OCO3)C(=Nc2ccc(F)cc2)S1 (stereo not drawn)	13	-5	-23	3	-4.2*	0	-6	5	-8
CC(=O)Nc1c(C(=O)C2CC2)oc2ccccc12	-11	7	2	-1	8.3*	8	34	-6	-3
COc1ccc2c(c1OC)C(=O)N(c1nccs1)C2	12	5	-12	-3	3.7	7	-3	-17	-9
CCc1ccc(N2CC(C(=O)Nc3ccccc3F)CC2=O)cc1 (stereo not drawn)	19	8	-5	-3	-0.59	9	3	7	-1
Cc1cc(NC(=O)C2C3C(=O)N(CCC(C)C)C(C(=O)NCc4ccccc4)C34C=CC2(C)O4)no1 (stereo not drawn)	-1	0	2	2	-0.18	4	-2	18	-18
CCOC(=O)N1CCN(C(=O)CSCc2nc(-c3ccccc3F)oc2C)CC1	/	/	-14	-3	-0.093	/	/	18	-1
c1ccc2c(c1)[nH]c1c(N3CCC4(CC3)OCCO4)ncnc12	9	3	-15	-7	0.46	7	-9	-14	-4
COc1cc(OC)c(OC)cc1CN1CCN(c2ccccc2OC)CC1	2	3	-11	2	-3.7*	4	-4	-13	6
Cc1cccc(Cn2c(N(C)Cc3ccccc3)nc3c2c(=O)[nH]c(=O)n3C)c1	24	3	-8	1	8*	6	5	4	33
CCOC(=O)CSc1nc(C)c(C(C)=O)cc1C#N	/	-2	-22	-2	-0.61	1	/	-17	-9
O=C1c2ccccc2N2C(=O)c3ccccc3C2N1O (stereo not drawn)	13	2	-16	4	/	0	2	3	-10
Nc1ccc2nn(-c3cccc4ccccc34)nc2c1	-1	6	21	-1	-0.0062	7	0	12	11
CC(NC(=O)CSc1nc2c(cc1C#N)CN(C)CC2)c1ccccc1 (stereo not drawn)	/	3	-22	-5	-1.3	7	/	-28	11

Continued:
Structure	AP ELISA ortho	CatB block	Cdc25B inh	Hsp90 inh	D1 allo mod	E coli RNAP	CatB mixtures	MKP-1 inh	tolC growth inh
COc1ccccc1N1CCN(C(=O)C2CCN(S(=O)(=O)c3ccc(F)cc3)CC2)CC1	-13	7	-9	-3	0.042	1	8	9	2
O=C(CN1C(=O)CSc2ccccc21)NC1CCCC1	-8	2	-1	0	0.25	10	0	-2	-8
CC(C)(C)n1nc2c(c1NC(=O)c1ccccc1F)CS(=O)C2 (stereo not drawn)	12	2	-7	-2	-0.073	9	0	-4	-14
CC1(C)NC(=O)N(CC(O)CN2CCCC2)C1=O (stereo not drawn)	-14	1	-14	-2	-0.59	-7	3	-3	-10
CCC(C)(C)n1nnnc1C(c1cc2ccc(OC)cc2[nH]c1=O)N1CCc2ccccc21 (stereo not drawn)	4	6	1	-10	0.11	6	3	37	51
CCOc1ccccc1C(=O)N(Cc1cccs1)C1CCS(=O)(=O)C1 (stereo not drawn)	13	3	-3	-1	0.042	10	5	-15	-14
CCc1ccc(NC(=O)CSC2=C(C#N)C(c3ccco3)C3=C(CCCC3=O)N2)cc1 (stereo not drawn)	/	0	-18	-1	/	9	/	-2	10
CN(C)CCCN1C(=O)C(=O)/C(=C(/O)c2ccc3c(c2)OCO3)C1c1cccnc1 (stereo not drawn)	10	-4	-11	-3	0.03	-5	2	2	1
Cc1cc(SCc2ccccc2)nc(=O)[nH]1	-3	8	3	-2	-0.084	8	4	2	19
Cc1c(Cl)ccc2c1NC(=O)[C@]21N[C@@H](CCC(N)=O)[C@H]2C(=O)N(c3ccc(F)cc3)C(=O)[C@H]21	-29	8	19	-9	-0.69	5	4	20	-1
COc1ccc(-c2ccc(NCCC3=CCCCC3)nn2)cc1OC	1	-3	-2	-10	1.9	3	1	3	2
CCOC(=O)c1snc(C(=O)NC2CCCCC2)c1N	14	0	0	-1	0.38	-1	6	-24	10
Cc1ccc(C(=O)N2CCN(C(=O)CN3CCOCC3)C2)cc1	-4	8	-3	-4	0.89	5	-4	13	-1
COc1ccc(N(C(=O)c2ccc(S(=O)(=O)N3CCOCC3)cc2)C2C=CS(=O)(=O)C2)cc1 (stereo not drawn)	2	-2	-1	-1	0.074	7	6	0	-17
CSc1nc(-c2ccccc2)nc(SC)c1C(C)=O	8	-6	-6	0	0.033	-1	-8	6	7

(next part)
Structure	AP ELISA ortho	CatB block	Cdc25B inh	Hsp90 inh	D1 allo mod	E coli RNAP	CatB mixtures	MKP-1 inh	tolC growth inh
CS(=O)(=O)Nc1ccc(C(=O)NCc2ccc3c(c2)OCO3)cc1	6	3	-11	-4	1.1	3	2	9	-8
COc1ccc(-n2c(Cc3cccn3C)nnc2SCC(=O)Nc2ccc3c(c2)OCCO3)cc1	22	1	19	-3	1.4	0	4	11	-1
CCCN1CCN(CCCNC(=O)Cn2nc(-c3ccc(C)cc3)ccc2=O)CC1	18	-2	-13	2	-0.17	4	8	-5	-13
Cn1c(=O)c2c(nc(NCCO)n2CCc2ccccc2)n(C)c1=O	-15	5	-7	-2	-0.78	5	5	-18	-15
Cc1cc(NS(=O)(=O)c2ccccc2)cc(Cl)c1O	8	4	-15	0	0.64	3	23	2	16
Cc1oc(-c2ccccc2F)nc1CN1CCC(C(=O)NCc2cccnc2)CC1	16	-3	-3	-8	0.32	1	8	8	-8
CCC(OC(=O)c1cccs1)C(=O)NCc1ccc2c(c1)OCO2 (stereo not drawn)	12	3	-7	1	/	15	7	6	-8
O=S(=O)(NCCc1ccccn1)c1cccs1	15	-2	3	-1	0.29	3	-6	2	-8
O=S(Cc1ccc(Cl)cc1)CC(O)COCc1ccc(Cl)cc1 (stereo not drawn)	0	1	3	0	0.025	3	-2	1	6
Cc1cc(Cl)c(S(=O)(=O)N2CCN(c3ccc(F)cc3)CC2)cc1OCC(N)=O	4	-3	-11	-3	0.56	8	5	0	5
O=C(CSc1ncnc2c1oc1ccccc12)NCc1ccc(F)cc1	-3	1	-6	-1	0.33	8	-2	4	-3
CC(=O)c1sc(NC(=O)c2ccco2)nc1-c1ccccc1	10	6	-2	-1	-0.76	11	3	-6	-2
CC(C)[C@H](NC(=O)OC(C)(C)C)c1nnc(SCC(=O)Nc2ccc(Br)cc2)o1	4	3	-4	2	-1	3	3	1	45
COc1ccc(NC(=O)Cn2nc3n(c2=S)CCC3)cc1	3	1	1	-1	0.012	-3	-4	12	-9
O=C(NCCc1cccc(Cl)c1)c1cccnc1	11	-3	-4	-1	0.23	5	0	-6	-4

Reprinted from the part before: 2 entries, followed by the next part.
Structure	AP ELISA ortho	CatB block	Cdc25B inh	Hsp90 inh	D1 allo mod	E coli RNAP	CatB mixtures	MKP-1 inh	tolC growth inh
COc1ccc(NC(=O)Cn2nc3n(c2=S)CCC3)cc1	3	1	1	-1	0.012	-3	-4	12	-9
O=C(NCCc1cccc(Cl)c1)c1cccnc1	11	-3	-4	-1	0.23	5	0	-6	-4
CCOC(=O)c1[nH]c(C)c(C(=O)NC2CCCCC2)c1C	17	-1	-5	-3	-0.22	4	3	14	-7
Cc1[nH]nc2c1C(c1cccc(O)c1)C1=C(CC(C)(C)CC1=O)N2 (stereo not drawn)	12	4	5	-2	0.2	1	5	-3	-13
CCOC(=O)c1cc(C)n(Cc2cccc(OC)c2OC)c1C	/	1	-22	-1	/	7	/	-17	4
CNC(=O)Cn1nc(C)c2ccccc2c1=O	9	4	-8	0	0.011	-4	-2	19	-11
CCOC(=O)C(CC)n1cnc2c(oc3ccccc32)c1=O (stereo not drawn)	11	5	-8	0	-0.35	0	1	10	0
COC(=O)c1sccc1NS(=O)(=O)c1ccc(OC)cc1	5	10	-5	-2	1.5	8	6	2	9
COc1ccccc1NC(=O)N(Cc1ccccc1)C1=NCC(C)S1 (stereo not drawn)	9	4	-2	0	-0.77	-7	24	7	24
Cc1cnn(C(=S)NCC2CCCO2)c1 (stereo not drawn)	4	-4	-3	-10	0.7	4	-1	0	-30
O=C(CN1CCCN(S(=O)(=O)c2ccc(Br)cc2)CC1)Nc1ccc2c(c1)OCO2	12	-2	-3	-8	-1	10	8	12	47
O=C(N1CCCCC1)N1CCCN(C(=O)N2CCCCC2)CC1	-1	4	4	-5	0.23	1	-1	14	-8
Cc1ccc(C(=O)c2cn[nH]c2-c2cc(Cl)ccc2O)cc1	2	-1	-6	/	-0.75	0	-1	7	13

Filtered by structure: those above with a tert-butyl group
Structure	AP ELISA ortho	CatB block	Cdc25B inh	Hsp90 inh	D1 allo mod	E coli RNAP	CatB mixtures	MKP-1 inh	tolC growth inh
CC(C)(C)n1nc2c(c1NC(=O)c1ccccc1F)CS(=O)C2 (stereo not drawn)	12	2	-7	-2	-0.073	9	0	-4	-14
CC(C)[C@H](NC(=O)OC(C)(C)C)c1nnc(SCC(=O)Nc2ccc(Br)cc2)o1	4	3	-4	2	-1	3	3	1	45
